# High-throughput results deposited in PubChem by several laboratories.
# CSM14.1 death rescue: protection against thapsigargin-triggered cell killing – 384-well, CSM14.1, ATP luminescence, primary screen (AID 1222) | CSM14.1 thapsigargin-induced death rescue, ATP luminescence; higher % means a stronger effect | cellular ATP content (survival), % at 20 µM, or EC50 in µM where a hit was titrated | 190,000 tested, under 10 active;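 active means EC50 below 50 µM in the dose-response confirmation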;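 further: death triggered by thapsigargin at about 15 µM added after 2 h compound pretreatment; cell ATP read after overnight thapsigargin exposure of roughly 18 to 22 hours; normalized against plate controls of thapsigargin alone and 5% DMSO vehicle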
# Ins promoter up: MIN6 insulin promoter up-regulation | MIN6 insulin promoter-GFP reporter, high-content imaging; active compounds read high | z-score at 5 µM | 0.3% of 190,000 active;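 active means z-score above 3 at 5 µM with at least 500 cells counted in the well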
# Dynein transport: dynein cargo transport inhibition. z-score, hits read low. 3617.4 mouse cells, GR-EGFP nuclear translocation imaging; test concentration mostly 20 µM; stimulated with dexamethasone, 1 µM; active compounds read low. 0.47% of 220,000 active;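 active means plate z-score of nuclear minus cytoplasmic receptor signal below a set negative limit, without overly bright fluorescence or cell loss, cut at about -3.5 in these data, passing the limit was not always enough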;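 further: z-score of nuclear minus cytoplasmic ring GR-EGFP intensity difference per well; some compounds called inactive have numbers as strong as hits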
#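 Also added: dexamethasone, 1.0 µM final. Medium: tet-free, stripped-serum medium. Detection: fixed, Hoechst-stained cells imaged at 10x for EGFP. Read-out: nuclear-to-cytoplasmic GR-EGFP distribution per well. Times: induction 48 h, compound 1 h, agonist 30 min.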
# P. falciparum M17LAP: P. falciparum M17LAP inhibitors, primary screen, biochemical, fluorogenic H-Leu-NHMec substrate, 1536-well (AID 1619); recombinant M17LAP, H-Leu-NHMec fluorogenic kinetic assay; higher % means a stronger effect; one-dose inhibition, % at 30 µM; IC50 in µM for titrated hits; 0.38% of 220,000 active;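 active means compound inhibiting the enzyme by more than half at any dose during confirmatory dose-response retesting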;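 further: plate controls were full reaction with DMSO carrier for no effect and no enzyme background for full effect; strong numbers were not always called active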
# M1AAP inhibition: P. falciparum M1AAP inhibitors, biochemical, fluorogenic H-Leu-NHMec substrate, 1536-well (AID 1445); recombinant M1AAP, H-Leu-NHMec fluorogenic kinetic assay; higher % means a stronger effect; inhibition, % at 30 µM, or IC50 in µM where a hit was titrated; 0.42% of 220,000 active;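 active means primary inhibition above the hit cutoff, then over 50% inhibition at one or more dose response concentrations, cut at about 23% in these data, passing the limit was not always enough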;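 further: plate controls were DMSO full reaction for no effect and no enzyme background for full effect; strong numbers were not always called active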
# Hep lipid drop: hepatic lipid droplet formation modulation | AML12 mouse hepatocytes, oleate lipid droplets, BODIPY imaging | inhibition, % at 6.5 µM | 0.4% of 240,000 active;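 active means lipid droplet intensity inhibited by at least 50%, with more than 500 cells counted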
#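 Material – AML12 mouse liver cells · Also added – oleate loading, 100 µM · Compound dosing – 6.5 µM single-point dosing · Times – overnight treatment with compound plus oleate · Measured by – fluorescence imaging, 20x objective, two fields per well · Read-out – percent inhibition of filter-corrected integrated lipid droplet intensity per well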
# Autophagy mod: autophagy modulation, high-content screen | 0.98% of 190,000 active | calls only at 10 µM (by protocol) | MEF GFP-LC3 puncta imaging; test concentration mostly 10 µM;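 active means percentage of spot-positive cells more than 3 SD above its plate mean, without a fluorescence outlier flag or 80% toxicity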;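 further: spot-positive cell cutoff set from DMSO-treated cells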
# MT stabilize HCS: microtubule stabilization, imaging screen. % tubulin-high responders, % at 10 µM. 0.83% of 200,000 active. AID 2205. HeLa tubulin immunostaining HCS, 24 h; share of cells brighter than vehicle mean+2SD;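 active means plate Z-score above 3 for both tubulin-high and condensed-nucleus cell shares, with cell loss under 80%, at 10 µM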;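 further: anti alpha tubulin signal scored within the nucleus-defined area of each cell; some results filed as inactive read as strong as hits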
# Yfh1-off respiration: enhancers of respiration in Yfh1-depleted yeast, dose response, Friedreich's ataxia, plus single-dose screen (AID 1465) | S. cerevisiae Yfh1-off respiration, WST-1 reduction, 72 h; higher fold induction means a stronger effect | one-dose fold induction at 50 µM; EC50 in µM for titrated hits | 0.074% of 220,000 active;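 active means fold induction of absorbance versus untreated yeast above a set limit, then at least 30% activation at any dose in follow-up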;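 further: activators that raise dye reduction in frataxin-depleted yeast; strong numbers were not always called active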
# Dynein transport cytoplasmic EGFP: further read-out of Dynein transport, marked with its call; z-score; measured here: cytoplasmic GR-EGFP intensity; active compounds read high
# Dynein transport nuclear GR-EGFP: recorded beside Dynein transport, whose call it bears; z-score; measured here: nuclear GR-EGFP intensity;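 lower value marks the stronger effect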
# Dynein transport cell count: also measured in Dynein transport; calls as there; z-score; measured here: cell count per field
# Ins promoter up cell count: recorded beside Ins promoter up, whose call it bears; cell count; measured here: cytotoxicity, nuclei count;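 total cells summed across four imaged fields per well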
# Hep lipid drop cells 6.5 µM: further read-out of Hep lipid drop, marked with its call; cell count; measured here: cell count, cytotoxicity flag;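 cells counted across two imaged fields per well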
# MT stabilize HCS Hoechst-high %: recorded beside MT stabilize HCS, whose call it bears; % Hoechst-high responders; measured here: nuclear condensation Hoechst responders;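 share of cells brighter than vehicle mean plus two SD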
# MT stabilize HCS cytotoxicity %: recorded beside MT stabilize HCS, whose call it bears; toxicity, %; measured here: cytotoxicity by cell density;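 0% = mean cell density of plate MIN control wells and 100% = no cells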
# Autophagy mod cell loss 18 h: also measured in Autophagy mod; calls as there; toxicity, %; measured here: cell loss, nuclei count;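 cell loss after 18 h compound exposure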
# Active calls of the source: *; i = inactive; . = no result given.
# The line under a structure holds: M1AAP inhibition	Dynein transport cytoplasmic EGFP	Autophagy mod cell loss 18 h	Ins promoter up cell count	Dynein transport	Dynein transport nuclear GR-EGFP	P. falciparum M17LAP	CSM14.1 death rescue	Ins promoter up	Yfh1-off respiration	MT stabilize HCS cytotoxicity %	Dynein transport cell count	MT stabilize HCS Hoechst-high %	Hep lipid drop	Autophagy mod	Hep lipid drop cells 6.5 µM	MT stabilize HCS
- CC(=O)C1=C(C)NC(SCC(=O)c2ccccc2)=C(C#N)C1c1ccco1 (centres undefined)
    12%	0.21	24	1112	1.3	1.6	1%	4.6%	-0.56	i	13	-2	1.6	.	i	.	2.5
- CN(C)CCNS(=O)(=O)c1ccc(Cl)cc1
    0%	0.073	-3	1174	-0.74	0.16	-2%	-2.0%	0.34	i	6.4	0.058	1.8	10	i	758	2.4
- COc1ccc(C)cc1NCc1cc(=O)oc2cc(-c3ccccc3)c(O)cc12
    3%	-0.23	30	1394	-0.96	-0.67	-2%	-1.2%	0.3	i	12	0.94	1.7	7	i	621	1.0
- Cc1ccc(CNC(=O)Nc2ccc3c(c2)N(C)C(=O)CS3)cc1
    -4%	-0.29	-27	.	-0.29	-0.051	-3%	-0.5%	.	i	0.7	-0.035	1.2	5	i	697	1.7
- CCOC(=O)C1(Cc2cccc(OC)c2)CCCN(C(=O)CCc2cccnc2)C1 (centres undefined)
    -2%	-0.15	-12	1542	-1.4	-0.38	-4%	1.2%	-0.37	i	.	1.1	.	1	i	729	.
- COc1cc(/C=C/C(=O)OCC(=O)Nc2ccccc2Sc2ccc(Cl)cc2)ccc1O
    5%	-0.3	2	1216	-0.38	-0.58	-2%	2.6%	0.04	i	6.2	0.55	3.7	-11	i	634	3.4
- COCCCn1c(=N)c(C(=O)NCc2ccc3c(c2)OCO3)cc2c(=O)n3ccccc3nc21
    5%	-0.2	1	950	0.21	-0.025	-14%	-4.3%	-1.8	i	0.1	0.054	1.6	.	i	.	3.8
- c1ccc(N2CCN(CCc3nnc4n3CCCCC4)CC2)cc1
    2%	-0.18	8	1172	0.23	0.45	13%	-0.6%	-1.6	i	14	0.19	2.4	.	i	.	3.0
- Cc1cc(C=NCCO)c(C)n1-c1cc(Cl)ccc1Cl
    7%	-0.15	29	1326	-0.13	0.11	3%	-1.2%	-0.42	i	7.4	-1.4	2.4	-6	i	672	4.9
- C=CCc1ccc(OCCCOc2ccc(C)cc2OC)c(OC)c1
    0%	-0.41	-5	779	-0.33	0.0031	-4%	-1.5%	1.6	i	9.1	0.52	1.2	-39	i	770	1.1
- O=[N+]1C2=C(CCCC2)N([O-])C12CCCC2
    -1%	-0.31	3	1370	0.56	0.12	10%	0.8%	0.72	i	4.0	0.12	2.7	.	i	.	3.7
- CCOC(=O)c1c(C)n(-c2ccc(OC)cc2)c2c(C/C(C)=N/O)c(Br)c(OC)c(O)c12
    0%	-0.54	-2	864	-0.91	-0.28	6%	-1.2%	-0.4	i	8.0	0.54	1.5	8	i	695	1.9
- Cc1cccc(NC(=O)CCNS(=O)(=O)c2cccc3nonc23)c1C
    -1%	-0.38	2	1297	-1.3	-0.73	1%	-8.6%	-1.2	i	5.1	1.3	1.3	12	i	654	2.1
- O=C(Nc1ccc2c(c1)OCO2)C1CCN(S(=O)(=O)c2cccs2)CC1
    4%	-0.16	1	1636	2	1.4	15%	-2.9%	-0.09	i	8.0	-1.2	1.4	.	i	.	3.4
- COc1ccc(NC(=O)C=C(C)C)cc1Cl
    7%	-0.2	-5	1042	0.13	0.06	6%	-2.5%	1	i	8.4	-0.55	1.5	2	i	756	1.7
- COc1nc(-c2ccccc2)ccc1-c1noc(-c2ccco2)n1
    18%	-0.11	7	1966	0.78	-0.3	-18%	-3.0%	-0.15	i	9.2	-0.34	1.3	20	i	720	2.5
- O=C(CCSc1ccc(Cl)c(Cl)c1)NC12CC3CC(CC(C3)C1)C2
    3%	-0.18	2	1281	-0.54	-0.38	17%	-2.1%	0.27	i	4.5	0.6	1.9	.	i	.	2.0
- CC(NC(=O)COC(=O)/C(=C/c1cccs1)c1cccs1)c1ccccc1 (centres undefined)
    3%	-0.18	-5	1372	0.084	-0.26	-6%	5.5%	-0.2	i	4.7	-0.062	2.1	5	i	646	5.5
- CC12CN3CC(C)(CN(C1)C3c1ccccc1F)C2 (centres undefined)
    -3%	-0.3	.	1380	-0.39	-0.21	-1%	.	0.06	i	.	0.4	.	2	.	706	.
- CC1(c2ccccc2)CC(c2ccccc2)=Nc2ccccc2N1 (centres undefined)
    11%	0.66	.	1010	-0.3	-0.048	8%	.	-0.86	i	.	-0.0057	.	-36	.	724	.
- O=C(CCCn1c(SCC(=O)c2ccc(O)c(O)c2)nc2ccccc2c1=O)NCC1CCCO1 (centres undefined)
    16%	-0.27	-36	1236	-0.35	0.23	43%	-1.6%	-0.13	i	11	0.47	3.1	.	i	.	3.0
- CN1C(=O)C(O)(CC(=O)c2cccc(-n3cccc3)c2)c2ccccc21 (centres undefined)
    7%	-0.28	14	1207	3.3	2.1	-1%	-0.5%	1.2	i	4.8	-0.76	1.6	9	i	713	3.8
- O=C(Nc1nc(-c2ccccc2)cs1)C1CCCCN1S(=O)(=O)c1ccc(Cl)cc1 (centres undefined)
    6%	-0.19	1	870	0.17	0.31	5%	4.7%	-0.75	i	6.1	-2	0.7	62*	i	787*	2.2
- COC(=O)Cc1cn(-c2ncc(C(F)(F)F)cc2Cl)c2ccccc12
    10%	-0.39	-5	995	-0.22	-0.29	6%	-1.0%	0.07	i	1.9	1.3	1.5	-9	i	772	1.1
- O=C(c1ccc(Cl)cc1)c1cnc2ccccn12
    4%	-0.22	-3	845	0.71	0.21	2%	-1.7%	-0.11	i	19	0.009	1.4	18	i	775	1.2
- N#Cc1ccc(-c2csc(NC(=O)c3ccc(N4C(=O)CCC4=O)cc3)n2)cc1
    1%	-0.65	.	822	1.4	0.76	3%	.	0.18	i	.	-1.3	.	2	.	636	.
- COc1ccc(CCNC(=O)CSc2nccc(=O)[nH]2)cc1OC
    2%	-0.33	-21	.	-0.56	0.0094	5%	-1.8%	.	i	.	0.45	.	0	i	700	.
- CC(=O)Nc1ccc(NC(=O)C2CC(=O)N(c3ccccc3Cl)C2)cc1 (centres undefined)
    3%	-0.34	0	1166	-0.45	-0.14	-3%	4.1%	-0.01	i	5.6	0.63	2.0	5	i	774	2.4
- O=C1NC(c2ccccc2)=N/C1=C/c1ccco1
    6%	-0.23	0	1500	1.8	1.8	-1%	-1.8%	0.25	i	11	-1.7	2.2	-16	i	638	4.6
- O=C(Nc1cccnc1)c1ccc(COc2cc(Cl)ccc2Cl)o1
    3%	-0.22	11	1684	0.29	0.5	10%	-1.5%	-0.38	i	12	-0.24	6.7	.	i	.	11
- COc1ccc(NC(=O)/C(C#N)=C\c2cc(OC)c(OCc3ccc(C(=O)O)cc3)cc2Br)cc1
    19%	0.14	19	1298	0.14	-0.04	34%	-1.2%	-0.62	i	7.8	0.37	1.8	2	i	773	1.7
- CCOc1ccccc1NC(=O)Nc1cccc(S(N)(=O)=O)c1
    2%	-0.096	.	1430	0.79	0.36	-1%	.	-0.21	i	.	-2.5	.	4	.	670	.
- O=c1[nH]c2ccccc2n1CCC1CCCCC1
    5%	0.15	43	698	-0.27	0.32	13%	1.1%	1.9	i	6.7	-0.3	1.3	-13	i	665	1.4
- Cc1noc(C)c1NC(=O)N1CCN(Cc2ccccc2)CC1
    -4%	-0.28	.	1474	0.77	0.39	-8%	.	0.66	i	.	0.12	.	6	.	728	.
- O=C(COc1cccc(Cl)c1)Nc1nc(-c2ccc(S(=O)(=O)N3CCOCC3)cc2)cs1
    3%	-0.21	3	.	-0.35	-0.32	20%	2.4%	.	i	4.8	0.38	2.6	-10	i	715	3.7
- COC(=O)c1ccccc1NC(=O)Cn1c(=O)n(Cc2ccccc2)c(=O)c2c(C)c(C)sc21
    5%	0.076	7	1156	-0.25	-0.54	-8%	-1.6%	-0.44	i	6.3	0.31	4.2	-4	i	559	3.6
- N#CC(C#N)=CNc1cccnc1
    7%	-0.15	.	1392	-0.072	0.013	11%	.	-0.29	i	.	0.18	.	1	.	749	.
- Cc1nn(Cc2ccc(C(=O)N3N=C(C(F)F)CC3(O)C(F)F)o2)c(C)c1[N+](=O)[O-] (centres undefined)
    10%	0.27	11	1243	-0.26	-0.25	-1%	-0.1%	-0.46	i	6.0	0.16	3.0	-15	i	659	3.0
- N/C(COc1ccccc1)=N\NS(=O)(=O)c1ccccc1
    0%	-0.21	3	1717	-0.22	-0.4	7%	-0.5%	-0.09	i	9.3	0.19	2.1	5	i	598	1.6
- CN1CCN(C(=O)C2=C[C@@H](c3ccc(Br)cc3)C[C@@H](OCc3ccc(CO)cc3)O2)CC1
    5%	-0.19	-1	1363	-1.2	-0.37	-4%	-1.0%	0.68	i	8.6	0.29	2.2	-9	i	683	3.7
- C=CCOc1c2ccc(C(=O)NCc3ccc(C)cc3)cc2nn1C
    4%	-0.16	-35	1499	0.63	0.69	-1%	-1.2%	0.45	i	4.7	-0.47	1.9	.	i	.	3.4
